# Screening results from PubChem.
# SR-BI DiI inh: inhibitors of mouse SR-BI mediated HDL lipid uptake; Q61009; ldlA[mSR-BI] CHO cells, DiI-HDL uptake fluorescence, 3 h; inhibition, % at 12.5 µM; 320,000 tested, 0.96% active;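 active = mean replicate inhibition of at least 70% and a set share of replicates each scoring 70 or more; inconclusive = meets just one of the two criteria; inactive = fails both criteria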;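 note: 0% = median of neutral control wells and 100% = median of positive control wells; values of inactives mirror those of a sister screen read the other way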
# Target sequence (Q61009 whole entry, looked up): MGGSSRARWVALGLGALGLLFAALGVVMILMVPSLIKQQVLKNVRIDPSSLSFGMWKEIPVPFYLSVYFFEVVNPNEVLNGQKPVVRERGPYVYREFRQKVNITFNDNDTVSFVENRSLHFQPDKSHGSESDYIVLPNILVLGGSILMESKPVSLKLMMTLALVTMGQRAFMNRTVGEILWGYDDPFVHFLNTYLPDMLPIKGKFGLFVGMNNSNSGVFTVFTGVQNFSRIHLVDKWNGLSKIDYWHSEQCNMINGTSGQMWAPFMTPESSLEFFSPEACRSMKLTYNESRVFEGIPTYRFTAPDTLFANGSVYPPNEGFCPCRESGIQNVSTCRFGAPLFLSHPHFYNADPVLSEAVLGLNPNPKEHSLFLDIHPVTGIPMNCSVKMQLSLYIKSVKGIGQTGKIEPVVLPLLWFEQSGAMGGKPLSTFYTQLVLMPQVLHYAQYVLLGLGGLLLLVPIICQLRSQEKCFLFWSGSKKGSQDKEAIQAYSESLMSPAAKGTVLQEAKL
# PKA-R1A act: PKA-R1A complex activation. P00514+P68181. PKA-R1A dissociation, Cy5-IP20 fluorescence polarization; scaled: DMSO 0%, 113 µM cGMP 100%. activation, % at 11.4 µM. 340,000 tested, 0.083% active;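 active = percent activation above the mean of all tested compounds plus 3 SD, cut at about 19% in these data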;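 note: higher means more PKAc released from R1A so a rise in polarization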
# PKA-R2B activ: activators of human PKA-R2B complex | P22694+P31323 | PKA-R2B holoenzyme dissociation, Cy5-IP20 fluorescence polarization; R2B truncated from residue 108, S112A mutant; 0% DMSO only, 100% 113 µM cGMP | activation, % at 11.4 µM | 340,000 tested, 0.079% active;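 active = activation above a cutoff set at the mean over all compounds plus 3 SD, cut at about 18% in these data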;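 note: higher means more holoenzyme dissociation and a rise in polarization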
# Arr AP2 block: blocks beta-arrestin peptide binding to AP2 adaptin; inhibition, % at 10 µM; FITC-arrestin peptide / GST-AP2 beads, flow cytometry; AP2 beta2 appendage carries R879A mutation; 340,000 tested, 0.31% active;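 active = inhibition above a set limit, near 3 SD of compounds lacking own fluorescence, cut at about 54% in these data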;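 note: plate controls were DMSO wells for no effect and 5 µM unlabelled arrestin peptide for full effect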
#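 Material – GST-tagged AP2 beta2-adaptin appendage (R879A) on 4 µm glutathione beads · Probe or stimulus – fluorescein-tagged arrestin peptide at 50 nM final · Timing – 12 min plus 1 h, RT · Detection – bead flow cytometry, FITC channel · Read-out basis – inhibition as reduced fluorescein signal on beads, percent · Medium – PBS plus Tween 20 (0.05%) and BSA (0.1%)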
# SR-BI DiI-HDL act: activators of SR-BI mediated HDL lipid uptake; CHO ldlA[mSR-BI] cells, DiI-HDL uptake fluorescence, 3 h; 100 = double the neutral-control signal; activation, % at 12.5 µM; 320,000 tested, 0.096% active; AID 504775;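 active = mean replicate activation of at least 60% and every replicate at or above 60%; inconclusive = mean or all-replicate condition met, but not both; inactive = mean below 60% and not all replicates reaching 60%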;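 note: 0% = median plate neutral-control signal and 100% = twice that signal; values of inactives mirror those of a sister screen read the other way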
#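 Material: SR-BI-overexpressing, LDLR-lacking CHO cells | Dosing: Single compound concentration, delivered by pin transfer | Probe or stimulus: Labelled HDL, 10 µg/mL | Signal: Bottom-read cell fluorescence after medium removal, ex 550/em 595 nm | Schedule: 3 h, 37 °C | Evaluation: HDL uptake via cellular fluorescence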
# Mot1-301 SUMO: SUMOylation pathway inhibition by Mot1-301 growth rescue | S. cerevisiae Mot1-301 growth rescue, ATP luminescence, 38.5C; percent above DMSO median, 100 means doubled | growth rescue, % at 18.8 µM | 320,000 tested, 1% active | AID 2716;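 active = every valid replicate shows activation above 250% relative to neutral control wells; inactive = the rest, any valid replicate at or below 250%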;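 note: OY570 slx delta 5 strain wells were the positive control but not used for scaling; some compounds called inactive have numbers as strong as hits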
# dFosB act: mouse delta FosB homodimer activation | P13346 | activation, % at 25 µM | AID 493131 | purified delta FosB, TAMRA-CDK5 oligo fluorescence polarization; percent of positive-control signal above neutral wells | 340,000 tested, 0.99% active;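 active = mean activation above about 17%, with every replicate also reaching it, limit read from the data, passing the limit was not always enough; inconclusive = only one of the two conditions met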;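 note: fluorescence polarization rise as delta FosB binds a TAMRA Cdk5 AP-1 oligo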
# Pemphigus Ab inh: blocks pemphigus antibody binding to human desmoglein-3. 310,000 tested, 0.48% active. DSG3-coupled beads, scFv-anti-DSG3-GFP binding, flow cytometry; stronger effect = lower value. binding (percent of control), % at 10 µM. P32926;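 active = binding more than 3 SD below its plate's average and above zero; inconclusive = below that plate limit but binding exactly zero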;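 note: hits lower antibody fragment binding to DSG3; some compounds called inactive have numbers as strong as hits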
# CDK5 p35 inh: blocks human CDK5/p35 kinase activity | Q00535+Q15078 | Recombinant CDK5/p35, ADP-Glo luminescence, 60 min | inhibition, % at 10 µM | 330,000 tested, 0.01% active | AID 488839;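 active = highest replicate inhibition of at least 50% and at least 75% of replicates reaching 50%; inconclusive = only one of the two criteria met; inactive = both criteria failed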;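 note: plate controls were DMSO neutral control for no effect and GW8510 at 10 µM for full effect; many of its hits are not listed in these tables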
# Target sequence (Q00535 whole entry, looked up): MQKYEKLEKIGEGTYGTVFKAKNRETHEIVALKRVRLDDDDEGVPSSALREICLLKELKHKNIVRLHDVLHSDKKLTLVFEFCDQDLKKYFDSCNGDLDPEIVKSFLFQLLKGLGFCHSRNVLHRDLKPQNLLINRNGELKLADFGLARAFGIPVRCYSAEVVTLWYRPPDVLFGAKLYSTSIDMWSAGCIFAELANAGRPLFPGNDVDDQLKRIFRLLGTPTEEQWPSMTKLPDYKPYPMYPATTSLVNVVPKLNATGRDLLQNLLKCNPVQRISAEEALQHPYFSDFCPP
# Target sequence (Q15078 whole entry, looked up): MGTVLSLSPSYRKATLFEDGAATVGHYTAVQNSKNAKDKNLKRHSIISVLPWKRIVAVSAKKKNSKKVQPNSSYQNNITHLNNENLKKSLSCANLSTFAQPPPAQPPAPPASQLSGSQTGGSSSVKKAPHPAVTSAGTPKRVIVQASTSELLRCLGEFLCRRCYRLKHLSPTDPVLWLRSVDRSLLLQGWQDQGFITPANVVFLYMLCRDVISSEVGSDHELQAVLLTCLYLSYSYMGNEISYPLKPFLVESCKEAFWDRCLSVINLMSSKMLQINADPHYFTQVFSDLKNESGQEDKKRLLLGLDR
# NSD2 HMT inh: inhibitors of human histone methyltransferase NSD2; O96028; NSD2 peptide methylation, AlphaScreen, 120 min; inhibition, % at 12.5 µM; 310,000 tested, 0.54% active; AID 743445; in the data active = inhibition above about 50%
# MITF act: increases MITF-driven TRPM1 promoter luciferase signal. 300,000 tested, 0.75% active. SK-MEL-5 TRPM1-promoter luciferase, 24 h; % of positive control, neutral wells = 0. activation, % at 12.5 µM;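 active = mean activation of at least 80% with every replicate also reaching 80%; inconclusive = mean reaches 80% but some replicate falls short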;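 note: 0% = neutral control wells and 100% = parthenolide positive control wells; values of inactives mirror those of a sister screen read the other way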
# Starred values were filed as active, the others as inactive; ? = inconclusive; . = no result given.
SMILES,SR-BI DiI inh,PKA-R1A act,PKA-R2B activ,Arr AP2 block,SR-BI DiI-HDL act,Mot1-301 SUMO,dFosB act,Pemphigus Ab inh,CDK5 p35 inh,NSD2 HMT inh,MITF act
Cc1nn(-c2ccccc2)c(C)c1C(=O)OCC(=O)c1c(N)n(CC(C)C)c(=O)n(C)c1=O,-11,-3,-8,9,11,80,-16,101,1.4,-3,-22
CCCC(C)C(=O)Nc1nnc(CCc2ccccc2)s1 (stereo not drawn),-22,14,2,23,22,3,-11,114,-0.8,-3,.
COc1ccc(CCNC(=O)c2cc(-c3ccccn3)nc3c(Cl)cccc23)cc1OC,?,2,3,6,-78,54,-7,116,-1.8,-8,-13
O=C(Nc1cc(Cl)ccc1O)c1cc2n(n1)C(C(F)(F)F)CC(c1ccc3c(c1)OCO3)N2 (stereo not drawn),60,1,9,-3,-60,49,6,110,0.6,1,-3
COc1cc(/C=N/NC(=O)CNC(=O)c2ccccc2)ccc1OC(=O)c1cccs1,16,-8,3,-3,-16,-4,-7,.,0.5,4,13
Cc1ccc(C(=O)c2cc3c(cc2N)OCCO3)cc1,14,6,2,12,-14,161,5,109,-1.6,.,-11
CN1CCN(S(=O)(=O)c2ccc3c(c2)NC(=O)CS3)CC1,-14,-10,1,31,14,5,-1,98,0.6,3,-9
CS(=O)(=O)N1CCC(C(=O)Nc2ccccc2Br)CC1,-22,-6,9,-6,22,-6,-3,99,0.9,-1,-8
NC(=O)C1CCN(C(=O)c2cc3ccccn3n2)CC1,-11,-8,-17,-1,11,0,-1,101,-1.0,.,.
NNC(=O)c1cc(S(=O)(=O)N2CCOCC2)c[nH]1,-14,10,1,39,14,8,-5,104,-0.5,0,.
CC(=O)/C(=N\Nc1cccc(Cl)c1)Sc1nnc(-c2ccccc2)n1-c1ccccc1,3,-9,-1,105*,-3,-5,?,90,.,-2,3
O=C(C(Cc1ccccc1)N1C(=O)c2ccccc2C1=O)N1c2ccccc2CCc2ccccc21 (stereo not drawn),-25,-5,-2,4,25,-20,-3,82,0.0,.,-15
COc1ccc(-c2ccc(S(=O)(=O)N3CCCC3)cc2)cc1,1,-10,0,15,-1,14,-12,101,-1.4,0,4
Cc1noc(NS(=O)(=O)c2ccc(NC(=O)CC(C)C)cc2)c1C,-8,-11,-2,-8,8,102,2,104,-1.9,5,5
COc1ccc2[nH]c(C)c(C(=O)CN3CCN(C(=O)c4ccco4)CC3)c2c1,-7,-10,-1,9,7,16,0,98,-1.2,0,.
Cn1c(=O)cc(Nc2ccccc2)c2c(=O)n(-c3ccccc3)c(=O)n(-c3ccccc3)c21,9,2,-9,30,-9,-23,-4,120,0.3,6,.
CCOC(=O)COc1cccc2c(=O)n(CC(=O)NCc3ccccc3)ccc12,.,1,9,2,.,-7,-7,101,-0.3,-1,-31
Cc1ccc(S(=O)(=O)N2CCCCC2)cc1NC(=O)COC(=O)Cc1c(F)cccc1Cl,12,-11,-10,-3,-12,3,-6,103,0.4,-1,8
Cc1sc2nc(-c3ccc(Br)cc3)oc(=O)c2c1C,-11,-2,8,7,11,-10,-4,118,-0.3,.,.
Cc1nn(C)c(Oc2cccc(C(F)(F)F)c2)c1C=O,5,-2,-4,0,-5,1,-4,101,-0.2,-1,0
O=C(O)CN1C(=O)c2ccc(Oc3cccc4c3C(=O)N(CC(=O)O)C4=O)cc2C1=O,-11,-5,-19,8,11,-15,5,97,-0.2,2,-13
O=CN1CCCN(Cc2nc(Cc3ccccc3F)no2)CC1,-64,-7,3,-1,?,-1,-5,97,1.1,-1,-3
Oc1ccc(C[C@H]2CNCCN2CCc2cccc3ccccc23)cc1,-11,-6,-3,31,11,7,4,99,0.7,.,4
CN1C(=O)c2ccc(C(=O)Nc3ccc(Br)cn3)cc2C1=O,-10,-3,-11,-20,10,-1,0,101,0.2,0,42
COc1ccc(C(=O)Cc2cc(OC)c(OC)cc2C(=O)c2ccccc2F)cc1OC,8,-13,-12,10,-8,190,-7,94,1.2,3,2
CS(=O)(=O)c1ccccc1-c1nnc(NC(=O)COc2ccc(Cl)cc2)o1,-24,14,-6,14,24,487,-3,98,0.6,-1,-6
COCCN(CC1CCCN(C2Cc3ccccc3C2)C1)C(=O)c1ccc(C(C)=O)cc1 (stereo not drawn),-7,-13,-1,17,.,172,-2,110,-0.1,3,4
COc1cccc(CN2CCN(c3ncccn3)CC2)c1,.,17,-2,6,.,19,-10,99,1.6,-1,6
O=C1CSC(c2cn(-c3ccccc3)nc2-c2cc3ccccc3oc2=O)N1Cc1cccnc1 (stereo not drawn),19,2,-12,9,-19,-3,-12,99,-1.3,0,-6
COc1ccccc1-c1coc2c(CN3CCCCC3C)c(O)ccc2c1=O (stereo not drawn),-17,3,-5,-2,17,2,3,114,0.1,1,.
Cc1ccc(N2C(=O)CSC2c2c(F)cccc2Cl)cc1 (stereo not drawn),-4,-6,9,4,4,-10,-8,104,-1.9,-1,1
CCCNC(=O)c1ccc(C2SCC(=O)N2Cc2ccccc2)cc1 (stereo not drawn),13,1,2,5,-13,50,-8,103,-1.6,1,7
COc1ccc(NC(=O)c2cc3ccccc3cc2OC)cc1OC,70*,3,8,22,-70,155,-4,92,0.3,-3,21
CCCC(=O)Nc1ccc(Cl)c(NC(=O)c2ccco2)c1,29,1,3,7,-29,1,-9,121,-0.1,23,2
O=C(NNS(=O)(=O)c1ccc(CCCl)cc1)C(O)(c1ccccc1)c1ccccc1,-17,-3,-9,-6,17,-13,2,109,0.5,-2,-1
NC1=NN(c2c(Cl)cc(Cl)cc2Cl)C(=O)C1,-13,-9,-4,-14,13,.,0,90,0.6,19,2
Cc1cc(NC(=O)CCN2C(=O)C3C4CCC(C4)C3C2=O)cc(C)c1Br (stereo not drawn),43,-20,1,-17,-43,-8,-9,110,-0.3,-2,-2
COc1ccccc1OCc1ccc(C(=O)N(C)c2ccccc2)o1,14,-1,-11,19,-14,3,-12,113,0.8,0,.
Cc1occc1-c1nnc(SCC(=O)NCc2ccc3c(c2)OCO3)n1CC(C)C,11,10,0,6,-11,677,-7,101,1.1,6,-8
CCOc1ccc2[nH]c(=O)c(C(c3nnnn3Cc3ccco3)N3CCN(C)CC3)cc2c1 (stereo not drawn),-1,6,6,9,1,-18,0,104,1.1,5,-6
Cc1ccc(CN=C(N)Nc2nc(C)cc(C)n2)cc1,-1,-3,-12,3,1,-16,1,107,2.3,12,5
COc1ccc(Oc2coc3cc(OC(=O)c4cncc(Br)c4)ccc3c2=O)cc1,4,4,-4,25,-4,5,4,88,-0.1,-41,15
COCc1ccc(C(=O)N2CCCC(C(=O)c3ccc(Cl)cc3C)C2)o1 (stereo not drawn),6,-2,-9,-1,-6,-19,-11,95,0.5,-1,-20
OC(COc1ccccc1)CN(Cc1ccccc1)CC(O)COc1ccccc1 (stereo not drawn),32,-13,-3,-3,-32,-1,-5,106,1.8,.,-12
CCC(C)c1c(NS(=O)(=O)c2ccc(C)cc2)o[nH]c1=O (stereo not drawn),-4,-5,-5,5,4,.,0,92,-0.7,0,-1

# Three compounds from above, ordered by the value under PKA-R2B activ, lowest first:
SMILES,SR-BI DiI inh,PKA-R1A act,PKA-R2B activ,Arr AP2 block,SR-BI DiI-HDL act,Mot1-301 SUMO,dFosB act,Pemphigus Ab inh,CDK5 p35 inh,NSD2 HMT inh,MITF act
O=C(NNS(=O)(=O)c1ccc(CCCl)cc1)C(O)(c1ccccc1)c1ccccc1,-17,-3,-9,-6,17,-13,2,109,0.5,-2,-1
CCOc1ccc2[nH]c(=O)c(C(c3nnnn3Cc3ccco3)N3CCN(C)CC3)cc2c1 (stereo not drawn),-1,6,6,9,1,-18,0,104,1.1,5,-6
CCOC(=O)COc1cccc2c(=O)n(CC(=O)NCc3ccccc3)ccc12,.,1,9,2,.,-7,-7,101,-0.3,-1,-31

# The list continues:
SMILES,SR-BI DiI inh,PKA-R1A act,PKA-R2B activ,Arr AP2 block,SR-BI DiI-HDL act,Mot1-301 SUMO,dFosB act,Pemphigus Ab inh,CDK5 p35 inh,NSD2 HMT inh,MITF act
Cc1cccc(CCNC(=O)c2cccc(NC3=NC4CS(=O)(=O)CC4S3)c2)c1 (stereo not drawn),-7,2,-5,3,7,79,-3,89,-2.2,.,.
O=C(NCCc1nnc2ccc(NCc3cccnc3)nn12)c1ccccc1F,-21,-12,-7,-13,21,2,0,101,0.6,.,1
CCO[C@@H]1OC(C(=O)NCc2ccccc2)=C[C@H](C2CCCCC2)[C@H]1CCCO,2,-4,-7,13,-2,11,-7,103,-0.4,.,2
CC(=O)/C(C#N)=C1\NC(=O)C(Cc2cc(Cl)ccc2Cl)S1 (stereo not drawn),7,-3,-5,-6,-7,-8,-5,113,-3.4,-3,.
O=C(NC1CCc2ccccc21)C1CCN(S(=O)(=O)c2ccc(Cl)cc2)CC1 (stereo not drawn),2,-3,4,10,-2,5,0,105,-2.9,4,1
Fc1ccc(N2CCN(c3ncnc4c3nnn4Cc3ccccc3Cl)CC2)cc1,41,-11,-10,-19,-41,-2,-6,108,-2.2,-4,-7
CNc1ccccc1,-2,-12,-10,10,2,9,1,101,-1.1,.,-7
CCN1CCCC1CNC(=O)c1cc(NC(C)=O)c(N(C)C)cc1OC (stereo not drawn),-22,4,8,-9,22,2,1,99,-0.1,4,9
Cc1ccc(C)c(NC(=O)C2CCCN2C(=O)OC(C)(C)C)c1 (stereo not drawn),-6,4,-1,-10,6,-2,-1,.,0.9,0,5
CC(C)C1CC(O)(C2(O)CCCCC2)ON1 (stereo not drawn),8,-9,4,-1,-8,49,-3,100,-0.6,-1,1
Cc1ccc(N/N=C2\CCS(=O)(=O)c3sccc32)cc1,25,-10,5,30,-25,162,-6,104,2.2,22,4
COc1ccc(C2C(C(C)=O)=C(O)C(=O)N2CCO)c(OC)c1 (stereo not drawn),-4,-6,11,-4,4,893*,-7,94,1.1,0,14
COc1cc(CNC2CCCCCC2)cc(OC)c1OC,1,-2,-3,5,-1,1,0,95,1.0,5,-7
CN(C)CCCNS(=O)(=O)c1cc(Cl)ccc1Cl,-15,1,-1,4,15,195,-5,101,-1.5,-1,15
